Assay outcomes deposited in PubChem by several laboratories.
RTF Ca sens act – cardiac RTF calcium sensitivity activators, primary screen, biochemical, IANBD-TnC fluorescence, EC20 calcium; IANBD-labeled TnC RTF fluorescence at EC20 calcium; 0% EC20 calcium, 100% full calcium; hit rate 0.24% among 340,000; AID 493008, 2010; Troponin I, cardiac muscle (Homo sapiens) + Troponin T, cardiac muscle (Homo sapiens) + …; activation, % at 7.2 µM;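 active = activation above the mean over all tested compounds plus 3 SD, cut at about 30% in these data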;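 also: rise in fluorescence read as greater calcium sensitivity of cardiac thin filaments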
dFosB act – activators of delta FosB homodimer, primary screen, biochemical, fluorescence polarization, TAMRA-CDK5 oligo, single point; Protein FosB (Mus musculus), P13346; purified delta FosB; percent of positive-control signal above neutral wells; activation, % at 25 µM; hit rate 0.99% among 340,000;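 active = mean activation above about 17%, with every replicate also reaching it, limit read from the data, passing the limit was not always enough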;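 also: fluorescence polarization rise as delta FosB binds a TAMRA Cdk5 AP-1 oligo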
Target sequence (P13346 whole entry, looked up): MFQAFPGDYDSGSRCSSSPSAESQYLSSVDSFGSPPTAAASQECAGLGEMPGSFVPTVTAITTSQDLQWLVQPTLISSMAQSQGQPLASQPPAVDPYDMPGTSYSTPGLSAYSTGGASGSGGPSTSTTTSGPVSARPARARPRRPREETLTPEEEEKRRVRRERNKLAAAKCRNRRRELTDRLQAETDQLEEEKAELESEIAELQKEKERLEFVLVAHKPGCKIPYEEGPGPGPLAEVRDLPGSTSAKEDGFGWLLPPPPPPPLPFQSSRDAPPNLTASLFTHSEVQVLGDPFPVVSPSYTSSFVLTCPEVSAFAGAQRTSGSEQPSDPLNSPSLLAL
SR-BI HDL uptake – inhibitors of SR-BI mediated HDL lipid uptake, primary screen, ldlA[mSR-BI] cells, fluorescence, single point. inhibition, % at 12.5 µM. hit rate 0.96% among 320,000. Scavenger receptor class B member 1 (Mus musculus), Q61009. ldlA[mSR-BI] CHO cells, DiI-HDL uptake fluorescence, 3 h;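 active = mean replicate inhibition of at least 70% and a set share of replicates each scoring 70 or more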;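 also: 0% = median of neutral control wells and 100% = median of positive control wells; values of inactives mirror those of a sister screen read the other way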
Rtt109 Vps75 – inhibitors of C. albicans Rtt109/Vps75 HAT, primary screen, biochemical, ThioGlo CoA-SH fluorescence, plate reader; purified Rtt109/Vps75, 4 h; hit rate 0.16% among 330,000; inhibition, % at 34.9 µM; Histone acetyltransferase RTT109 (Candida albicans (strain SC5314 / ATCC MYA-2876)), …;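 active = inhibition of at least 50% in every replicate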
Target sequence (Q5AAJ8 whole entry, looked up): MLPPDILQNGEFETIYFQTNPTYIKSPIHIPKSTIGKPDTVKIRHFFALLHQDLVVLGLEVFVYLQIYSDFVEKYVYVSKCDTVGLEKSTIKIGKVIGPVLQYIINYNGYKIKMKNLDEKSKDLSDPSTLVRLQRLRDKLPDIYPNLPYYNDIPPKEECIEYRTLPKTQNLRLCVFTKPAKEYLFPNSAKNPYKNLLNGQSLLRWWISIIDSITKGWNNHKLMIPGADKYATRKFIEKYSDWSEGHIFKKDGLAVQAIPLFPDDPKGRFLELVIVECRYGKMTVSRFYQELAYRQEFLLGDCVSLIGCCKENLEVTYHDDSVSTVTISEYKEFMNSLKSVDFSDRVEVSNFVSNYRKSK
PvdQ acylase – P. aeruginosa PvdQ acylase inhibitors, primary screen, biochemical, fluorescence, plate reader and imaging, single point. hit rate 0.063% among 340,000. AID 488965, 2010. inhibition, % at 10 µM. PvdQ acylase [Pseudomonas aeruginosa LESB58]. purified PvdQ acylase; in the data active = inhibition above about 30%, passing the limit was not always enough;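 also: 0% = vehicle neutral wells and 100% = reference inhibitor wells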
SR-BI DiI-HDL act – activators of SR-BI mediated DiI-HDL uptake, primary screen, ldlA[mSR-BI] CHO cells, DiI fluorescence; activation, % at 12.5 µM; 3 h; 100 = double the neutral-control signal; AID 504775, 2011; hit rate 0.096% among 320,000;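 active = mean replicate activation of at least 60% and every replicate at or above 60%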;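 also: 0% = median plate neutral-control signal and 100% = twice that signal; values of inactives mirror those of a sister screen read the other way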
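Assay system: CHO ldlA[mSR-BI] cells, LDL receptor-null, SR-BI overexpressing; medium: Ham's F12 with 0.5% BSA, HEPES 25 mM, pH 7.4; also added: DiI-HDL 10 µg/mL; timing: 3 h uptake period with compound, 37 °C; signal: DiI fluorescence, bottom read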
CDK5 inh – inhibitors of human CDK5/p35 kinase, primary screen, biochemical, single concentration. Recombinant CDK5/p35, ADP-Glo luminescence, 60 min. Cyclin-dependent kinase 5 (Homo sapiens) + Cyclin-dependent kinase 5 activator 1 (Homo …. AID 488839, 2010. hit rate 0.01% among 330,000. inhibition, % at 10 µM;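 active = highest replicate inhibition of at least 50% and at least 75% of replicates reaching 50%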;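 also: plate controls were DMSO neutral control for no effect and GW8510 at 10 µM for full effect; many of its hits are not listed in these tables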
Wnt bcat act – Wnt/beta-catenin pathway activators, primary screen, cell-based, plate reader, single point. Wnt/beta-catenin reporter cell assay, activator. activation, % at 9.35 µM. hit rate 1.2% among 300,000. AID 743398, 2014; in the data active = activation above about 30%, passing the limit was not always enough;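 also: 0% = neutral control wells and 100% = positive control wells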
MITF TRPM1 HTS – activators of MITF-driven TRPM1 promoter reporter, primary screen, cell-based, SK-MEL-5, luciferase, single point. SK-MEL-5 TRPM1-promoter luciferase, 24 h; % of positive control, neutral wells = 0. activation, % at 12.5 µM. hit rate 0.75% among 300,000;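 active = mean activation of at least 80% with every replicate also reaching 80%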;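 also: 0% = neutral control wells and 100% = parthenolide positive control wells; values of inactives mirror those of a sister screen read the other way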
HTR5A ag – HTR5A agonists in luminescence cell assay, primary screen, counter-screen for OPRM1-OPRD1 heterodimer agonist project, full-deck HTS; 5-hydroxytryptamine receptor 5A (Homo sapiens), P47898; cell-based; activation, % at 9.3 µM; hit rate 0.61% among 340,000; in the data active = activation mostly above about 9.5%, no sharp cut-off; inactive = mostly below about 7.6%;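 also: 0% = cells with vehicle only and 100% = reference agonist; strong numbers were not always called active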
Target sequence (P47898 whole entry, looked up): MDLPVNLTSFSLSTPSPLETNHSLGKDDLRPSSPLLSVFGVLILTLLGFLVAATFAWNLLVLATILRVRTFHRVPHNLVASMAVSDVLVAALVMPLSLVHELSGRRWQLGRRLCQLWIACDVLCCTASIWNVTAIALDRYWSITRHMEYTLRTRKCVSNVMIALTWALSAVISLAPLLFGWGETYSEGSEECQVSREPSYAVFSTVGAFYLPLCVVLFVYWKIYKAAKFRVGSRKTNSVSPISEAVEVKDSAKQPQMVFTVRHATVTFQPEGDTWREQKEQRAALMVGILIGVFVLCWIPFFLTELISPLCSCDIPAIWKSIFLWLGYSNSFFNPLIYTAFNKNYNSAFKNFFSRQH
Starred values were filed as active, the others as inactive; nt = not tested or not shown.

SMILES | RTF Ca sens act | dFosB act | SR-BI HDL uptake | Rtt109 Vps75 | PvdQ acylase | SR-BI DiI-HDL act | CDK5 inh | Wnt bcat act | MITF TRPM1 HTS | HTR5A ag
CCOc1ccc(C(=O)NC(=S)Nc2cc(C)ccn2)cc1[N+](=O)[O-] | -4 | 8 | nt | 0 | 1 | nt | -0.7 | 4 | 4 | 5
CC(OC(=O)Cc1ccc(Br)cc1)C(=O)NC1CCCCC1C (stereo not drawn) | -7 | -9 | 3 | -20 | -15 | -3 | 0.9 | -1 | -6 | 1
O=C(NCc1ccco1)c1cccc(C(F)(F)F)c1 | 0 | -5 | 23 | 3 | -3 | -23 | -0.1 | -1 | -1 | -2
Cc1ccc(C)c(N(CC(=O)Nc2ccc(-c3nc4ccc(C)cc4s3)cc2)S(C)(=O)=O)c1 | 3 | 0 | 33 | 1 | -6 | -33 | 1.2 | -2 | -1 | 4
O=c1c2ccccc2nc(-c2ccc(Cl)cc2)n1C1CCS(=O)(=O)C1 (stereo not drawn) | -4 | 2 | -6 | -3 | -1 | 6 | 0.1 | -3 | nt | -2
Cc1nc2ccc(NC(=O)COc3ccccc3[N+](=O)[O-])cc2s1 | nt | 12 | 12 | -9 | -6 | -12 | -0.1 | 0 | 20 | nt
COc1cccc(CNC(=O)CCN2C(=O)[C@@H]3Cc4ccccc4CN3C2=O)c1 | -4 | -9 | 0 | 3 | -6 | 0 | -5.8 | -1 | 1 | -4
COC(=O)[C@H](CC(C)C)NC(=O)NCCC1=CCCCC1 | 7 | 0 | 6 | 2 | -21 | -6 | 0.0 | -1 | 1 | 0
O=C(c1ccc2snnc2c1)N1CCOCC1 | 0 | -4 | 7 | 6 | -15 | -7 | -0.1 | nt | -1 | 3
Cc1onc(-c2ccccc2Cl)c1C(=O)NC(=S)NCC(=O)c1ccccc1 | 0 | 0 | 23 | nt | 2 | -23 | -0.1 | 3 | 20 | 5
COCCN1C(=O)C(O)=C(C(=O)c2ccco2)C1c1cccc(Oc2ccccc2)c1 (stereo not drawn) | -9 | -2 | -12 | 18 | 3 | 12 | -1.2 | nt | 7 | 2
COc1ccc(-c2nn(-c3ccccc3)cc2C(=O)OCC(=O)c2ccc(C)c([N+](=O)[O-])c2)cc1 | -7 | 2 | 67 | -3 | -4 | -67 | 0.7 | -7 | 0 | -1
CC1CC(C)CN(S(=O)(=O)c2ccc(C(=O)OCC(=O)NCCN3C(=O)CSC3=O)cc2)C1 (stereo not drawn) | -2 | -9 | -9 | 0 | 0 | 9 | 1.7 | -2 | 3 | 0
Cc1ccc(N(C(=O)c2ccccn2)C(C(=O)NC2CCCCC2)c2ccncc2)cc1 (stereo not drawn) | -6 | -5 | 4 | 2 | -7 | -4 | -0.4 | 5 | 19 | -3
COc1ccc(C(=O)NC(=S)Nc2cccc3ncccc23)cc1[N+](=O)[O-] | 2 | -5 | 45 | -1 | -9 | nt | -1.2 | 8 | 8 | 0
COc1cc(/C=C/C(=O)Nc2ccc(C(C)=O)cc2)cc(OC)c1OC | 1 | 5 | 75* | 13 | 9 | -75 | 1.5 | 2 | 11 | 6
CC(C)c1cc(C(=O)Nc2cccnc2)no1 | -5 | -7 | 1 | -4 | -16 | -1 | -7.0 | 16 | 10 | -4
Cn1c(=O)n(Cc2ccccc2)c2ccccc21 | -6 | -1 | -8 | nt | -15 | 8 | -0.1 | -3 | -2 | -3
FC(F)(F)c1ccccc1-c1nc(-c2ccncc2)no1 | -6 | -9 | 6 | -7 | 6 | -6 | 0.6 | 1 | 37 | 4
CCOc1ccc(/C=N/NC(=O)C(=O)N2CCCCCC2)c2ccccc12 | 0 | -13 | -3 | 0 | 9 | 3 | -0.1 | -3 | -11 | 2
COc1ccc(NC(=O)CSc2n[nH]c(=O)n2Cc2ccccc2)cc1Cl | 7 | -8 | 5 | 10 | 2 | -5 | -0.4 | 2 | -7 | 3
CN(C(=O)c1ccc(NC(=O)Cc2cccc(NC(=O)C3CCCN(C(=O)CCc4ccccc4)C3)c2)cc1)C1CCCC1 (stereo not drawn) | -1 | -2 | 66 | 11 | 10 | -66 | 1.3 | -3 | -6 | 15
COc1cc(/C=N\NC(=O)CN2CCOCC2)ccc1OCC(=O)Nc1ccc(C)c(C)c1 | 0 | 3 | nt | -12 | 10 | nt | 0.1 | nt | 24 | 1
O=C(CCN1C(=O)C2C3C=CC(C3)C2C1=O)Nc1ccccc1F (stereo not drawn) | 5 | 8 | -13 | -9 | -24 | 13 | -3.9 | nt | -7 | 2
COc1ccc(N(C(C)C(=O)N2CCC(Cc3ccccc3)CC2)S(C)(=O)=O)cc1 (stereo not drawn) | 2 | 2 | -14 | -3 | -11 | 14 | 1.5 | -5 | -19 | 1

Remaining list, next part.
SMILES | RTF Ca sens act | dFosB act | SR-BI HDL uptake | Rtt109 Vps75 | PvdQ acylase | SR-BI DiI-HDL act | CDK5 inh | Wnt bcat act | MITF TRPM1 HTS | HTR5A ag
O=C(Nc1cccc(-c2ccc(N3CCCCC3)nn2)c1)c1ccco1 | -4 | -9 | 28 | 7 | -7 | -28 | 0.4 | 0 | 38 | 2
COC(=O)CCC(=O)c1oc2ccc(Br)cc2c1N | 1 | -5 | -17 | 4 | 4 | 17 | 3.4 | nt | 90* | 12*
CCCCN(CC)CCNS(=O)(=O)c1ccc2c(c1)oc(=O)n2C | 3 | 4 | -10 | -19 | 1 | 10 | 1.2 | nt | nt | -3
COc1ccc(OC)c(C2C=C(C34CC5CC(CC(C5)C3)C4)NC(=S)N2)c1 (stereo not drawn) | 3 | -12 | 28 | -3 | -4 | -28 | -1.0 | 13 | 8 | -8
O=C(NCCCn1ccnc1)C(=O)NC1CCCCC1 | 8 | 6 | -10 | -4 | -4 | 10 | -4.1 | -1 | 0 | -2
CCCn1c(CCNc2nc(-c3ccc(OC)cc3)cs2)nc2ccccc21 | 2 | -7 | 22 | -4 | -13 | -22 | -1.4 | 2 | -17 | 2
COc1ccc(CN(C2CCCC2)S(=O)(=O)c2ccc(-n3cnnn3)cc2)cc1 | -1 | -2 | 32 | -8 | 7 | -32 | -0.7 | -6 | 7 | -6
Cn1c(=O)c2c(nc(SCc3nn[nH]n3)n2Cc2ccccc2F)n(C)c1=O | 0 | -11 | -26 | 0 | -17 | 26 | 0.1 | 0 | 3 | 2
COc1ccc(C2/C=C\CN(C(=O)c3ccccc3)[C@H](Cc3ccccc3)C(=O)N2Cc2ccc(F)cc2)cc1 (stereo partly drawn) | -4 | -18 | -9 | -2 | -12 | 9 | 0.2 | -5 | -3 | 3
CC(Sc1nnc(C2CC2)n1C1CC1)C(=O)NC1(C#N)CCCCC1 (stereo not drawn) | 0 | -3 | -6 | 6 | 9 | 6 | 0.7 | 0 | 0 | -2
CCOC(=O)N1CCN(CC(=O)N2c3ccccc3Sc3ccccc32)CC1 | 1 | -6 | -11 | 2 | -26 | 11 | 0.0 | 1 | -3 | 2
COc1ccccc1OCC(=O)Nc1cc(S(=O)(=O)N2CCCCC2)ccc1N1CCCCC1 | 4 | -10 | 14 | -9 | -9 | -14 | -0.8 | -2 | -11 | 4
N#CC1=C(N)Nc2nc3ccccc3n2C1c1ccc(Cl)cc1 (stereo not drawn) | -4 | 15 | 6 | -17 | 5 | -6 | -0.6 | nt | 0 | 5
Cc1ccc(N(Cc2cc3ccccc3[nH]c2=O)C(=O)c2cccs2)cc1C | 5 | -4 | 7 | 4 | 1 | -7 | 0.9 | 0 | 10 | 0
COc1ccc(C(=O)NCC(=O)OCCCOC(=O)CNC(=O)c2ccc(OC)c(OC)c2)cc1OC | 0 | 2 | 16 | 8 | -12 | -16 | -9.0 | -1 | 9 | 1
Cc1ccc(S(=O)(=O)NCC(=O)NCc2ccncc2)cc1 | 0 | 5 | -29 | -8 | -2 | 29 | -1.7 | 1 | 3 | 6
S=C(NC1CCCCC1)N(CCc1nc2ccccc2[nH]1)C1CCCC1 | -6 | -8 | 10 | 8 | -9 | -10 | nt | nt | -5 | 6
O=C(Cn1cc2c(n1)CCCCC2)Nc1c(F)cc(F)cc1Br | -2 | -5 | -5 | -1 | 10 | 5 | 0.4 | 1 | 1 | 3
Cc1ccc(S(=O)(=O)N2CCCC2CO)cc1 (stereo not drawn) | 2 | -11 | 4 | -2 | -10 | -4 | -0.4 | -1 | 2 | 7
COc1ccc(OCC(O)CNC(=O)c2cccs2)cc1 (stereo not drawn) | -5 | 6 | -12 | 9 | -9 | 12 | 0.1 | -1 | nt | -1

In the list so far, these contain two or more sulfur atoms:
SMILES | RTF Ca sens act | dFosB act | SR-BI HDL uptake | Rtt109 Vps75 | PvdQ acylase | SR-BI DiI-HDL act | CDK5 inh | Wnt bcat act | MITF TRPM1 HTS | HTR5A ag
Cc1ccc(C)c(N(CC(=O)Nc2ccc(-c3nc4ccc(C)cc4s3)cc2)S(C)(=O)=O)c1 | 3 | 0 | 33 | 1 | -6 | -33 | 1.2 | -2 | -1 | 4
CC1CC(C)CN(S(=O)(=O)c2ccc(C(=O)OCC(=O)NCCN3C(=O)CSC3=O)cc2)C1 (stereo not drawn) | -2 | -9 | -9 | 0 | 0 | 9 | 1.7 | -2 | 3 | 0

MITF TRPM1 HTS, hit marks shown above.
compound	RTF Ca sens act	dFosB act	SR-BI HDL uptake	Rtt109 Vps75	PvdQ acylase	SR-BI DiI-HDL act	CDK5 inh	Wnt bcat act	MITF TRPM1 HTS
COC(=O)CCC(=O)c1oc2ccc(Br)cc2c1N	1	-5	-17	4	4	17	3.4	nt	90*

Record cards, from the list above. Values in the order: RTF Ca sens act	dFosB act	SR-BI HDL uptake	Rtt109 Vps75	PvdQ acylase	SR-BI DiI-HDL act	CDK5 inh	Wnt bcat act	MITF TRPM1 HTS	HTR5A ag
Record of Cc1ccc(N(Cc2cc3ccccc3[nH]c2=O)C(=O)c2cccs2)cc1C → 5	-4	7	4	1	-7	0.9	0	10	0
Record of CCOC(=O)N1CCN(CC(=O)N2c3ccccc3Sc3ccccc32)CC1 → 1	-6	-11	2	-26	11	0.0	1	-3	2
